Assay outcomes as filed in PubChem BioAssay.
E coli growth = E. coli V3065 growth inhibition, primary screen, counter-screen for AddAB inhibitor project, absorbance, OD600; 18 h; inhibition, % at 11.9 µM; 330,000 compounds, 0.27% hits;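 active means inhibition above the campaign's mean inhibition across all tested compounds plus 3 SD, cut at about 9.9% in these data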;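 further: uninfected addAB+ strain grown without phage in ampicillin broth; 0% = DMSO wells and 100% = ciprofloxacin 0.95 µg/ml wells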
OPRM1-OPRD1 ag = agonists of OPRM1-OPRD1 heterodimerization, primary screen, cell-based, luminescence; Mu-type opioid receptor (Homo sapiens) + Delta-type opioid receptor (Homo sapiens), …; cells; activation, % at 9.3 µM; 340,000 compounds, 0.3% hits; AID 504326, 2011; in the data active means activation above about 18%;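 further: 0% = vehicle-treated cells and 100% = reference agonist; values of inactives mirror those of a sister screen read the other way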
Arrestin-AP2 inh = inhibitors of beta-arrestin/AP2 binding, primary screen, biochemical, GPCR trafficking, flow cytometry; inhibition, % at 10 µM; beta-arrestin 1 C-terminal peptide binding to AP2 beta2-adaptin appendage (human); AID 504490, 2011; FITC-arrestin peptide / GST-AP2 beads; AP2 beta2 appendage carries R879A mutation; 340,000 compounds, 0.31% hits;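 active means inhibition above a set limit, near 3 SD of compounds lacking own fluorescence, cut at about 54% in these data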;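 further: plate controls were DMSO wells for no effect and 5 µM unlabelled arrestin peptide for full effect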
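System: GST-AP2 R879A bound to glutathione beads, E. coli-expressed. Also added: 50 nM FITC-arrestin peptide. Schedule: compound with beads 12 min RT, then probe 1 h RT. Signal: bead flow cytometry, FITC channel. Read-out basis: percent response.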
DSG3 Ab inh = inhibitors of pemphigus antibody binding to DSG3, primary screen, biochemical, bead-based, flow cytometry, scFv-GFP. DSG3-coupled beads, scFv-anti-DSG3-GFP binding; stronger effect = lower value. Desmoglein-3 (Homo sapiens), P32926. binding (percent of control), % at 10 µM. 310,000 compounds, 0.48% hits. AID 588358, 2011;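 active means binding more than 3 SD below its plate's average and above zero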; further: some compounds called inactive have numbers as strong as hits
Target sequence (P32926 whole entry, looked up): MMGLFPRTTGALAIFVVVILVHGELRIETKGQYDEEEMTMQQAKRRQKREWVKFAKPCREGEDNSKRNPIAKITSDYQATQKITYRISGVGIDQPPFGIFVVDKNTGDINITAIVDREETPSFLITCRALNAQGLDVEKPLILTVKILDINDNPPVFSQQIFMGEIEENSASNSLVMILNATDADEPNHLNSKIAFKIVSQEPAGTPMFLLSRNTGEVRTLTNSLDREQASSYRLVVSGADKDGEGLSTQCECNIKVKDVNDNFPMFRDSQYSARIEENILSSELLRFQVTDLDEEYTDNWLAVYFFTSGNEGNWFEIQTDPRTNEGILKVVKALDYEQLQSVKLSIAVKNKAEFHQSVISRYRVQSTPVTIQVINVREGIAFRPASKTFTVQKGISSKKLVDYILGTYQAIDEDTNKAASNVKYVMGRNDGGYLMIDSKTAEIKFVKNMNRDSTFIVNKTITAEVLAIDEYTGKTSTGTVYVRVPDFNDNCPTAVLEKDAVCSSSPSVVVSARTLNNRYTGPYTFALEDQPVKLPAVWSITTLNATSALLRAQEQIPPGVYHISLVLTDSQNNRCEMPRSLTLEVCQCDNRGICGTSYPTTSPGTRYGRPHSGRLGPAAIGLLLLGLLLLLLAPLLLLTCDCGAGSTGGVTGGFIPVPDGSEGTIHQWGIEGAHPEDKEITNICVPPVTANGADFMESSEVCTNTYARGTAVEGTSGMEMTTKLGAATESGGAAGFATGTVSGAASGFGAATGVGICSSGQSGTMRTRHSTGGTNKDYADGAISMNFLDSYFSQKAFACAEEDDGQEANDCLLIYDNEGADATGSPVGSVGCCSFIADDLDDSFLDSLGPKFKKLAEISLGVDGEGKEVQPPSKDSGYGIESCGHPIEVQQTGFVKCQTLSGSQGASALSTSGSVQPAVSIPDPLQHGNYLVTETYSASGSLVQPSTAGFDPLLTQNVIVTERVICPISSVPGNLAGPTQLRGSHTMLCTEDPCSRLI
SUMO Mot1 rescue = yeast Mot1-301 growth rescue at high temperature, primary screen, SUMOylation pathway inhibitor project, S. cerevisiae, ATP luminescence, 38.5C. S. cerevisiae Mot1-301 growth rescue; percent above DMSO median, 100 means doubled. growth rescue, % at 18.8 µM. 320,000 compounds, 1% hits;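 active means every valid replicate shows activation above 250% relative to neutral control wells; inactive means the rest, any valid replicate at or below 250%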;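 further: OY570 slx delta 5 strain wells were the positive control but not used for scaling; some compounds called inactive have numbers as strong as hits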
OPRM1-OPRD1 inv = inverse agonists of MOR-DOR heterodimerization, primary screen, cell-based, luminescence; cell-based MOR-DOR heterodimer luminescence, inverse agonism; inhibition, % at 9.3 µM; 340,000 compounds, 0.21% hits; AID 504357, 2011; in the data active means inhibition above about 22%, passing the limit was not always enough;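 further: 0% = cells with DMSO and 100% = wells without cells with DMSO; values of inactives mirror those of a sister screen read the other way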
Tat export inh = E. coli Tat export inhibitors, primary screen, MC4100, TorA-mCherry reporter, fluorescence, single point; inhibition, % at 10 µM; 340,000 compounds, 0.036% hits; AID 488895, 2010;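 active means mean replicate inhibition at least 50% and at least half of replicates individually reaching 50%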;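 further: exported cargo escapes ClpAP degradation while cytoplasmic cargo is degraded and loses fluorescence; 0% = median of neutral control wells and 100% = median of NaSCN control wells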
PfHsp90 set2 = growth inhibition of PfHsp90-expressing yeast, primary screen, antimalarial PfHsp90 inhibitor project, S. cerevisiae, BacTiter-Glo luminescence, single point, set 2; inhibition, % at 9.4 µM; AID 504621, 2011; 310,000 compounds, 0.32% hits; BacTiter-Glo ATP, 48 h; yeast lacking PDR1 and PDR3 efflux regulators;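 active means every replicate shows inhibition above about 80%, whatever the replicate mean, limit read from the data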;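 further: 0% = DMSO neutral controls and 100% = 20 µM radicicol positive controls; yeast relying on Plasmodium falciparum Hsp90 in place of its own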
phage Ecoli inh = growth loss of phage-infected E. coli, primary screen, RecBCD inhibitor project, absorbance, with phage, HTS. inhibition, % at 11.9 µM. AID 651602, 2012. 360,000 compounds, 0.26% hits; in the data active means inhibition above about 11%
AddAB inh = growth inhibition of E. coli expressing H. pylori AddAB, primary screen, AddAB inhibitor project, absorbance | inhibition, % at 11.9 µM | 330,000 compounds, 0.29% hits; in the data active means inhibition above about 12%;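 further: 0% = vehicle wells of infected cells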
PKA-R1A activ = activators of PKA-R1A holoenzyme, primary screen, biochemical, fluorescence polarization, Cy5-IP20, bovine R1A, mouse PKAc | cAMP-dependent protein kinase type I-alpha regulatory subunit (Bos taurus) + … | PKA-R1A dissociation; scaled: DMSO 0%, 113 µM cGMP 100% | activation, % at 11.4 µM | 340,000 compounds, 0.083% hits;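 active means percent activation above the mean of all tested compounds plus 3 SD, cut at about 19% in these data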;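 further: higher means more PKAc released from R1A so a rise in polarization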
Numbers without * were called inactive; · = not tested or not shown.

SMILES	OPRM1-OPRD1 ag	OPRM1-OPRD1 inv	SUMO Mot1 rescue	DSG3 Ab inh	AddAB inh	Arrestin-AP2 inh	Tat export inh	E coli growth	phage Ecoli inh	PfHsp90 set2	PKA-R1A activ
CCCCCc1c(C)nc(N2CCc3ccccc3C2)[nH]c1=O	-2.3	12	·	105	·	-5	1	·	0.8	-3	-9
CCOC(=O)c1cnc(N2CCN(c3ccccc3)CC2)[nH]c1=O	-1.9	11	·	93	·	34	-15	·	-0.7	9	-1
O=C(C1CCN(c2nc(-c3ccccc3)nc3c2CCC3)CC1)N1CCCC1	-3.0	10	222	109	-2.0	-12	9	-1.8	-2.9	8	-2
COc1cc(NC(=O)c2sc3ncn(CC(=O)N4CCC(C)CC4)c(=O)c3c2C)cc(OC)c1OC	-2.1	11	6	·	1.2	7	1	-4.5	-1.7	-10	-3
O=C(O)c1cc(-c2ccc(Cl)c(Cl)c2)n(-c2ccc(F)cc2)n1	-0.3	1	-21	105	-0.4	14	10	-0.9	2.5	2	-2
O=C(Cn1nnc(-c2ccccc2)n1)OC1CCOC1=O (centres undefined)	-0.2	1	-1	105	-0.4	17	-5	1.8	-0.9	0	10
Cc1[nH]c2ccccc2c1C(=O)COC(=O)C1CC(O)CN1S(=O)(=O)c1ccc(Cl)cc1 (centres undefined)	1.7	-9	·	101	0.9	27	-3	-0.2	1.1	12	-14
COc1cccc(CN2CC(C(=O)NCCSc3nnnn3C)CCC2=O)c1 (centres undefined)	-2.6	15	-3	120	-0.2	18	3	-1.7	-0.9	-16	-2
O=C(NNC1=NCCCCC1)c1cccc([N+](=O)[O-])c1	0.0	0	1	99	4.8	40	4	-1.4	0.3	11	2
C#CCNC(=O)C1=C[C@@H](c2coc3ccccc3c2=O)[C@H](CCCO)[C@@H](OCC)O1	-2.8	15	-11	104	-0.2	3	-8	0.9	1.5	-12	1
COCCNC(=O)Cn1ccc2cc(S(=O)(=O)N3CCCCCC3)ccc21	-0.6	3	3	104	1.5	0	3	-1.9	0.2	-26	-5
CCc1cc(C(=O)OC)c(NC(=O)CC2Nc3cc(C)c(C)cc3NC2=O)s1 (centres undefined)	-2.5	14	-16	114	-0.6	6	-14	-0.7	3.2	7	-1

New compounds follow:
SMILES	OPRM1-OPRD1 ag	OPRM1-OPRD1 inv	SUMO Mot1 rescue	DSG3 Ab inh	AddAB inh	Arrestin-AP2 inh	Tat export inh	E coli growth	phage Ecoli inh	PfHsp90 set2	PKA-R1A activ
O=C(CSc1nc2ccccc2c(=O)n1-c1ccc(F)cc1)Nc1ccc(Cl)c(S(=O)(=O)N2CCOCC2)c1	0.7	-4	-17	92	0.9	-12	-6	-1.6	1.1	-1	-10
COc1ccc2c(C)cc(SCC(=O)Nc3c(C)n(C)n(-c4ccccc4)c3=O)nc2c1	-0.7	4	-9	105	-1.3	2	-1	3.2	1.3	-4	2
Cc1ccc(S(=O)(=O)NCC(=O)N2CCOCCOCCOCC2)cc1	0.3	-3	5	94	1.5	6	-6	1.9	1.2	9	-11
CN(C(=O)COC(=O)COc1ccccc1F)C1CCS(=O)(=O)C1 (centres undefined)	-3.1	16	-6	104	0.4	28	0	-0.2	2.7	-17	-1
CCN(CC)CCCNC(=O)c1c(O)c2cc(F)cc3c2n(c1=O)C(C)CC3 (centres undefined)	-1.9	10	0	103	-4.7	-2	-1	0.1	3.8	18	3
O=C1CCCc2ccccc2N1	-1.2	8	353	104	2.5	-3	1	-2.9	1.2	1	3
Nc1cc(=O)[nH]c(SCC(=O)Nc2cc([N+](=O)[O-])ccc2Cl)n1	-1.5	9	295	101	4.4	7	-5	2.1	2.1	-29	-1
CCCC1(C(=O)OC)NC(c2ccc(OC)c(OC)c2)C2C(=O)N(c3ccc4c(c3)OCO4)C(=O)C21 (centres undefined)	-1.1	7	-11	·	2.1	4	-10	-1.5	3.3	·	-4
O=C(/C=C/c1ccc([N+](=O)[O-])cc1)OCc1cnc(-c2ccccc2)o1	-0.7	3	·	99	-3.4	-11	2	-2.3	1.1	-29	8
O=C(/C=C/c1cccc([N+](=O)[O-])c1)N1CC[C@@]2(O)CCCC[C@H]2C1	-2.6	13	-10	·	1.8	-2	0	0.3	3.6	19	-2
CC1COc2ccccc2N1C(=O)c1ccc(F)cc1 (centres undefined)	-1.2	7	-7	96	0.2	-6	-3	1.3	-1.8	-11	-8
O=C(COC(=O)CCSc1ccccc1)NCc1ccccc1Cl	2.4	-12	302	·	4.1	-2	3	0.1	2.2	-25	1

The results go on:
SMILES	OPRM1-OPRD1 ag	OPRM1-OPRD1 inv	SUMO Mot1 rescue	DSG3 Ab inh	AddAB inh	Arrestin-AP2 inh	Tat export inh	E coli growth	phage Ecoli inh	PfHsp90 set2	PKA-R1A activ
Cc1cccc(NC2CCCCC2NS(=O)(=O)c2ccccc2)c1 (centres undefined)	2.0	-10	·	99	·	2	9	·	1.5	0	-8
COc1cccc(CNC(=O)c2ccccc2-c2ccccc2C(=O)O)c1	-4.1	20	1	102	1.4	33	11	0.3	-2.1	-6	-7
CN(CCc1ccccc1)C(=O)c1ccc(NC(=O)Cc2cccc(NC(=O)C3CCN(C(=O)CCc4ccccc4)CC3)c2)cc1	-1.8	8	·	96	·	38	-2	·	0.2	-6	-11
O=C(NCc1ccccn1)Nc1cccc(NC(=O)NCc2ccccn2)c1	0.3	-2	-13	102	0.0	-4	0	-0.5	3.0	-3	4
Cc1cccc2nc(CSc3nnc4ccccn34)cn12	-0.9	4	2	99	1.9	-5	9	0.9	3.3	3	-3
CC(NC(=O)C1CCC(=O)N1Cc1ccc(F)cc1)c1ccc2c(c1)OCCO2 (centres undefined)	-0.5	3	-9	101	-0.1	1	1	2.1	4.8	-6	-2
COC(=O)c1cc(OC)c(OC)cc1NC(=S)N1CCCC1	-1.3	6	1	111	-0.9	56*	-3	-1.4	4.8	·	-15
COc1nc(OC)nc(N2CCC(C(=O)NCc3ccco3)CC2)n1	-2.3	12	12	102	-0.5	7	0	2.6	-0.1	13	-1
O=C(O)CCc1nc(-c2ccccc2Cl)no1	-1.9	11	-2	94	-2.2	6	-4	0.0	1.2	5	-10
Cc1ccc(O)c(NC(=O)C2=CC(c3cccs3)=NS(=O)(=O)N2C)c1	-0.3	2	-3	104	-0.6	-5	9	-0.1	3.5	5	-5
COc1ccccc1C(=O)NC(=O)COC(=O)Cn1[nH]c(=O)c2ccccc2c1=O	-2.4	15	-4	105	-4.1	-1	-17	-1.3	2.0	·	-6
CN(CC(=O)Nc1ccc(F)cc1)C(=O)Cc1ccsc1	-1.9	8	10	98	-0.1	-8	4	-1.8	2.9	20	-17

Next compounds follow:
SMILES	OPRM1-OPRD1 ag	OPRM1-OPRD1 inv	SUMO Mot1 rescue	DSG3 Ab inh	AddAB inh	Arrestin-AP2 inh	Tat export inh	E coli growth	phage Ecoli inh	PfHsp90 set2	PKA-R1A activ
O=C(NCCc1cccs1)C1CC(c2c(Cl)cccc2Cl)=NO1 (centres undefined)	-1.0	6	-7	106	0.3	4	3	1.2	4.0	-12	-8
CN1CCN(c2ccc([N+](=O)[O-])cc2NC(=O)c2ccccc2Cl)CC1	0.5	-3	-9	107	0.0	4	1	-0.1	·	-3	-4
COCC(=O)NNC(=O)c1ccc(OC)cc1	-2.1	11	194	97	-3.1	6	-2	-0.6	3.2	-1	-1
COc1ccc(S(=O)(=O)N2CCOCC2)c2ccccc12	0.1	-1	-14	109	1.0	2	6	1.8	0.1	-31	5
Cc1ccc(-c2nc3cc(NC(=O)C(C)C)ccc3o2)cc1	0.4	-2	5	97	2.4	-10	-9	-0.6	0.0	-24	4
Cc1ccc(S(=O)(=O)N[C@H](C(=O)OCC(=O)NC(=O)c2cccn2C)C(C)C)cc1	-1.0	5	·	129	·	14	-6	·	-1.6	0	-3
Cc1ccc(Sc2cc(C(=O)c3ccccc3C(=O)O)ccc2[N+](=O)[O-])cc1	-3.0	14	-19	103	0.4	15	-3	-1.4	-0.1	11	-11
CCC1([N+](=O)[O-])COC(c2ccc(Cl)cc2)OC1 (centres undefined)	1.5	-7	·	105	·	2	8	·	3.0	-19	5
COc1ccc(C2=NN(S(C)(=O)=O)C(c3cccs3)C2)cc1 (centres undefined)	-0.3	1	·	·	1.4	2	5	-0.1	3.2	9	3
CN(C)CCn1c(=O)n(-c2ccc(F)cc2)c(=O)c2c3c(sc21)CCCCC3	-2.3	12	4	114	0.2	-20	0	2.6	0.8	8	4
COc1ccc(C(=O)NNS(=O)(=O)c2ccccc2)cc1OC	0.2	-1	19	117	2.6	11	1	-0.2	3.0	8	-1
COc1cc(OC)cc(-c2cc3ccc(F)cc3cn2)c1	2.9	-17	57	105	3.7	8	-1	3.5	2.4	8	-3

More records follow:
SMILES	OPRM1-OPRD1 ag	OPRM1-OPRD1 inv	SUMO Mot1 rescue	DSG3 Ab inh	AddAB inh	Arrestin-AP2 inh	Tat export inh	E coli growth	phage Ecoli inh	PfHsp90 set2	PKA-R1A activ
O=C1Nc2cc(C(=O)NCCN3CCCCCC3)ccc2S/C1=C\c1ccccc1	3.9	-20	-6	110	4.0	-8	7	-0.9	1.4	16	8
O=c1cc(COc2ncnc3c(Cl)cc(Cl)cc23)nc2sccn12	-0.7	4	341	101	1.4	0	-3	1.5	1.7	31	2
O=C(NCCc1nnc2ccc(SCC(=O)N3CCCC3)nn12)c1ccccc1	-1.0	3	175	107	5.1	-8	-3	2.9	3.0	2	-7
O=C(CN1CCOCC1)NCCC12CC3CC(CC(C3)C1)C2	0.2	-2	-10	93	1.7	6	-5	-2.2	0.8	5	9
COc1ccc(N2CCN(C(=O)CN(Cc3ccccc3)S(C)(=O)=O)CC2)cc1	-0.8	4	36	101	0.8	-2	-3	-1.8	2.7	-5	3
Cc1cc(NC(=O)CCC(=O)N(c2ccccc2)C(C(=O)NC2CCCC2)c2ccccc2)no1 (centres undefined)	-0.9	4	-8	·	0.8	-3	5	-2.1	1.7	19	0
CCC1=C(OC(=O)N(CC)CC)N2C(=O)OC(=NCC(=O)OC)[C@]2(C)[C@H]2C1=CC[C@H]1C(=O)NC(=O)[C@H]12	-2.3	11	-6	101	0.0	4	10	0.8	1.0	-8	-3
